D3 ag: D3 dopamine receptor (human) agonism; P35462; D3R DiscoveRx beta-arrestin cells, luminescence, 90 min; max activation, %; 410,000 tested, 0.58% active; AID 652048; in the data active = max activation above about 30%; also: 0% is about no effect; mostly tested at two doses, the higher about 12 µM
Target sequence (P35462 whole entry, looked up): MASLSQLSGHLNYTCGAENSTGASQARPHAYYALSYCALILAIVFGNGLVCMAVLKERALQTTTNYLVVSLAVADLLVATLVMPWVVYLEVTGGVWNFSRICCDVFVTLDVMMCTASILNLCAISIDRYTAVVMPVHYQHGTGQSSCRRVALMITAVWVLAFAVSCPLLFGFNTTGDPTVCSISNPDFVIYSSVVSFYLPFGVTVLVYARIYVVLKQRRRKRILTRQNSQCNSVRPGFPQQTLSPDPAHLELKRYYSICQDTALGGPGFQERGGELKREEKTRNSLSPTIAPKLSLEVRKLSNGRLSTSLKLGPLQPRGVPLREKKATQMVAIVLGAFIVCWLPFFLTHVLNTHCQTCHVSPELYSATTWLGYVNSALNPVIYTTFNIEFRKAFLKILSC
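Cells at 1500/well, incubated overnight, then treated with pinned compounds (dopamine as control) for 90 min at 37 degrees C. DiscoveRx reagent added for 30 - 60 minutes at room temperature; luminescence read.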
EPAC2 antagonist: blocks human EPAC2 exchange factor; Q8WZA2; EPAC2 GEF exchange of Rap1B-BODIPY-GDP, fluorescence; Potency, µM (series often up to 114 µM), inactives show at the top dose activity, negative = inhibition, actives largely listed as inhibitors; 360,000 tested, 0.18% active; AID 720708; also: potency is read from the fitted curve at half-maximal effect; % is scaled to controls: 0 for no effect and ±100 for the full control effect; nearly all actives have a fitted effect of over 45% in size; many of its hits are not listed in these tables
Abeta yeast res: restores growth of yeast expressing A-beta42 peptide | yeast expressing A-beta42, growth rescue, OD600, 48 h; response scale: 0% DMSO, 100% iron-clioquinol control | 410,000 tested, 0.063% active | Potency, µM (doses to about 46.1 µM), inactives show top-dose growth rescue, hits mostly activators; also: potency is read from the fitted curve at half-maximal effect; nearly all actives have a fitted effect of over 55% in size
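Growth rescue measured by 600 nm absorbance after 48 h yeast culture at 30 C with compound. Values normalized between DMSO and an equimolar ferric chloride plus clioquinol control.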
EPAC2 ag: EPAC2 (human) agonism; 360,000 tested, 0.079% active; Potency, µM (series often up to 154 µM), inactives show at the top dose activation, most hits filed as activators; AID 720711; EPAC2 activation, biochemical qHTS; response scale: 100% = 6.5 mM cAMP response; Q8WZA2; also: potency is read from the fitted curve at half-maximal effect; nearly all actives have a fitted effect of over 50% in size
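Compounds were added across a concentration range to EPAC2 (100 nM), RAP1B-BODIPY-GDP (250 nM) and GDP (50 uM). After 5 min at room temperature, fluorescence was recorded at 5-min intervals for 30 min.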
FUS yeast rescue: rescues growth of FUS-expressing yeast; S. cerevisiae FUS-expressing, growth rescue, OD600, 24 h; Potency, µM (titrated, usually from 76.6 µM), without a hit: at the top dose growth rescue (activation), most hits filed as activators; 390,000 tested, 0.24% active;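 also: potency is read from the fitted curve at half-maximal effect; plate controls were DMSO vehicle for no effect and reference control for full effect; nearly all actives have a fitted effect of over 55% in size; some results filed as inactive show a strong effect at the top dose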
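FUS-expressing yeast, raffinose-pregrown, induced in 2% galactose minimal medium at OD 0.005; compounds in a dilution series, 24hr at 30C. Growth restoration read as absorbance at 600 nm. CP55940 positive control, DMSO negative.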
aSyn yeast inh: inhibitors of alpha-synuclein toxicity in yeast. Yeast expressing alpha-synuclein, growth rescue, BacTiter-Glo, 24 h. Potency, µM (top dose mostly 46.1 µM), for inactives: at the highest dose growth rescue (activation), hits mostly activators. 370,000 tested, 0.14% active; also: potency is read from the fitted curve at half-maximal effect; % of control where 0% means no effect; nearly all actives have a fitted effect of over 65% in size
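Readout is rescue of growth in alpha-synuclein-expressing yeast, so inhibitors of toxicity appear as activators. Growth after 24 hr at 30 deg C in galactose medium is quantified by luminescence.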
TDP-43 yeast inh: TDP-43 toxicity inhibition in yeast. TDP-43 expressing yeast growth rescue, BacTiter-Glo, 24 h. Potency, µM (doses to about 46.1 µM), for inactives: top-dose growth rescue (activation), actives largely listed as activators. 410,000 tested, 1.8% active; also: potency is read from the fitted curve at half-maximal effect; % of control where 0% means no effect; nearly all actives have a fitted effect of over 50% in size
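Yeast cells expressing TDP-43 under galactose induction are exposed to compounds for 24 hr at 30 deg C. BacTiter-Glo luminescence measures growth, so protective compounds score as activators.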
DRD3 antagonist: antagonists of human D3 dopamine receptor | P35462 | max response, negative = inhibition, % | AID 652054 | D3R cells, DiscoveRx beta-arrestin luminescence, antagonist mode; hits give low values | 360,000 tested, 2.5% active; in the data active = max response below about -50%; inconclusive = no clear call, values can overlap the other calls; also: % is scaled to controls: 0 for no effect and ±100 for the full control effect; mostly tested at two doses, the higher about 12 µM
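Cells plated overnight at 1500 cells/well, then exposed to library compounds with dopamine controls for 90 minutes at 37 degrees C. DiscoveRx reagent added for 30–60 minutes at room temperature; luminescence read, quantitative HTS format.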
An asterisk follows results filed as active; ? = inconclusive; . = no result given; & = joins results of further samples; [ ] = another dose, or the depositor's remark. Unless noted, calls follow the shape of the dose curve; as a rule, active = well fitted curve in the direction sought with a large enough effect; inconclusive = small, poorly fitted or top-dose-only effect, or another doubt; inactive = no such curve, though single readings can be large; an effect the other way counts as inactive or inconclusive.

smiles,Abeta yeast res,EPAC2 antagonist,aSyn yeast inh,FUS yeast rescue,TDP-43 yeast inh,EPAC2 ag,DRD3 antagonist,D3 ag
CCOC(=O)c1c(-c2ccc(-c3ccccc3)cc2)csc1NC(=O)CCN1CCOCC1,-92%[inhibitor],-1%,-28%,?,14µM*,-2%,69,8
O=C(CCl)NC1(C(F)(F)F)C(=O)Nc2c1c(=O)[nH]c(=O)n2-c1ccccc1 (stereo unspecified),1%,4%,2%,8%,-15%,1%,-7,-7
O=C(CSc1nnnn1C1CCCCC1)NCc1ccco1,3%,10%,-1%,11%,-9%,-2%,-2,3
CCn1c2c(c(=N)c3ccccc31)CCC2,-6%,-3%,-12%,-6%,13%,6%,0,2
CN(C)CCCN(C(=O)c1sc2ccccc2c1Cl)c1nc2ccc(F)cc2s1,1%,-10%,-6%,.,7%,7%,-15,-12
COc1ccc(CNc2nccn3ccnc23)cc1,-8%,-13%,-7%,-23%,20%,4%,5,-2
CCCCOc1ccc(C(=O)NN2CCOCC2)cc1,-16%,-4%,11%,6%,-21%,1%,25,-2
CCS(=O)(=O)c1ccc2c(c1)N(S(=O)(=O)c1ccc(C)cc1)CC(C(=O)O)O2 (stereo unspecified),-14%,15%,-6%,20%,0%,3%,-25,21
CCN(CC)C(=O)[C@H]1C[C@H](CC(=O)NCC23CC4CC(CC(C4)C2)C3)C(=O)N2CCc3c([nH]c4ccc(Cl)cc34)[C@]12C,30%,8%,?,42%,20µM*,4%,0,-21
CC(C)OC(=O)c1cc(C(=O)c2cc(Br)ccc2O)coc1=N,18%,-5%,-1%,36%,-10%,11%,-4,3
CC(CNC(=O)CCc1cn(Cc2ccccc2Cl)c2ccccc12)c1ccccc1 (stereo unspecified),20%,.,.,19%,14%,.,.,-3
Cn1cccc1C(=O)OCC(=O)Nc1cc(C(C)(C)C)nn1-c1ccccc1,9%,0%,7%,35%,35µM*,3%,22,-1

The closing 2 compounds of the part before are carried over, then new ones follow:
smiles,Abeta yeast res,EPAC2 antagonist,aSyn yeast inh,FUS yeast rescue,TDP-43 yeast inh,EPAC2 ag,DRD3 antagonist,D3 ag
CC(CNC(=O)CCc1cn(Cc2ccccc2Cl)c2ccccc12)c1ccccc1 (stereo unspecified),20%,.,.,19%,14%,.,.,-3
Cn1cccc1C(=O)OCC(=O)Nc1cc(C(C)(C)C)nn1-c1ccccc1,9%,0%,7%,35%,35µM*,3%,22,-1
CCOc1cc2c(C#N)c(N3CCCCC3)nc(N)c2c(N)n1,-5%,-8%,9%,?,13%,2%,-3,9
Cc1nc2n(n1)CC(O)CS2 (stereo unspecified),13%,2%,2%,20%,0%,10%,23,3
COc1cnc(SCCC(F)=C(F)F)[nH]c1=O,5%,-16%,-2%,1%,-9%,1%,-4,0
COC(=O)c1c(C)c2c(C)cc3ccccn3c-2c1C(=O)OC,-10%,11µM*,6%,-2%,5%,-9%,8,-6
CCOC(=O)NC(NC(=O)OCC)C(=O)c1ccccc1,3%,-5%,9%,-1%,-7%,4%,-18,-9
CCC(=O)N1CCNC(=O)C1CC(=O)Nc1ccc(C)c(Cl)c1 (stereo unspecified),18%[9.22 µM],-2%,4%,-26%,8%,-1%,?,0
CCCCCn1c(SCCCC)nc2c1c(=O)[nH]c(=O)n2C,8%,-3%,3%,9%,0%,-6%,5,2
OCCNCC12CC3CC(CC(C3)C1)C2,-15%,9%,-9%,0%,-12%,-3%,-3,-1
CC(=O)CC(=O)NC(=NC1CCCCC1)Nc1nc(C)cc(C)n1,-15%,-11%,7%,14%,15%,-11%,-11,-3
COc1ccc(OC)c(S(=O)(=O)N2CCCC(C(=O)NCc3ccccn3)C2)c1 (stereo unspecified),5%,4%,0%,3%,-14%,10%,12,2
Fc1ccc(/C=N/NC(=S)Nc2cccnc2)cc1,-21%,6%,-8%,8%,26%,0%,?,-11
CCCCn1cc(S(=O)(=O)c2ccccc2)c(=O)c2cc(C)ccc21,10%,-2%,-4%,-25%,13%,8%,-16,1
COC(=O)c1ccccc1NC(=O)Oc1ccc(C(C)C)cc1,-6%,-2%,-6%,-25%,-16%,13%,7,4
CC(CNC(=O)c1cncc(O)c1)NC(=O)c1cncc(O)c1 (stereo unspecified),-8%,8%[57.1 µM],-1%,4%,-16%,-73%[inhibitor],21,-9
CC(C)CC(=O)NC1(C(F)(F)F)C(=O)Nc2c1c(=O)[nH]c(=O)n2Cc1ccco1 (stereo unspecified),-5%,1%,-4%,5%,0%,-8%,-10,-2
NC(=O)CSc1nnc2n(-c3ccccc3)c(=O)c3c4c(sc3n12)CCCCC4,18%,13%,1%,5%,4%,-2%,-19,3
Cc1c(C(=O)N2CCCc3ccccc32)oc2ccccc12,-27%,?,-10%,18%,20%,19%,6,2
Cn1nnnc1SCc1nc2scc(-c3ccc(Cl)cc3)c2c(=O)[nH]1,-1%,8%,-10%,?,-19%,9%,2,7
CCOc1ccc(OC(=O)NC(c2ccccc2)C(Cl)(Cl)Cl)cc1 (stereo unspecified),25%,-3%,9%,-2%,?,-5%,-6,1
COCc1cc(C)nc(OCC(=O)N/N=C/c2ccc(-c3cc([N+](=O)[O-])ccc3C)o2)c1C#N,4%,-10%,0%,?,-11%,11%,-11,2
COc1ccc(-c2c(NC(=O)c3ccco3)n(C)c3ccccc3c2=O)cc1,-13%,1%,1%,16%,-4%,11%,6,-1
CC1CCN(S(=O)(=O)c2ccc3c(c2)oc(=O)n3CC(=O)NCc2ccc(F)cc2)CC1,-9%,.,.,5%,19%,.,.,-4
O=C(NC12CC3CC(CC(C3)C1)C2)N1CCN(S(=O)(=O)c2ccc(Cl)cc2)CC1,25%,-5%,-5%,10%,-10%,12%,5,0
COc1cccc(CNC(=O)CCNC(=O)C2CCN(S(=O)(=O)c3ccccc3)CC2)c1,-11%,-9%,-6%,-3%,3%,-1%,3,-5
COc1ccc(OC)c(C(=O)COC(=O)c2cc(C)oc2C)c1,-10%,-11%,8%,20%,-7%,11%,16,0
CCc1c(C2CC2)ncn1Cc1cccc(-c2ccccc2)c1,-24%,9%,-25%,14%,-7%,2%,-95*,-14
CC1(c2nnc(-c3ccncc3)o2)CC(c2cccc(Cl)c2)=NO1 (stereo unspecified),-17%,8%,-1%,-5%,7%,1%,-11,3
COc1cc(C2C(C#N)=C(N)Oc3n[nH]c(-c4cccnc4)c32)cc(Br)c1O (stereo unspecified),4%,6%,3%,11%,-27%,-5%,3,1
CCc1ccccc1NC(=O)CCCN1C(=O)c2cccnc2C1=O,-17%,-2%,4%,0%,-20%,6%,24,-4
COc1cccc(C(=O)Nc2cc(=O)n(C)c(=O)n2C)c1OC,0%,4%,-1%,-13%,25%,2%,23,9
CCn1ncc(N(C)N)c(Cl)c1=O,2%,5%,-5%,7%,-14%,3%,14,6
Cc1ccc(C)c(NC(=O)CN2C(=O)CC(C)S(=O)(=O)c3ccccc32)c1 (stereo unspecified),11%,-3%,0%,-4%,10%,4%,-4,2
CCOc1cccc2cc(-c3nc4ccc(C(=O)O)cc4[nH]3)c(=O)oc12,-21%,.,.,-17%,21%,.,.,1
CCCn1c2ccccc2c2cnn(CC(=O)NC(C)CC)c(=O)c21 (stereo unspecified),3%&-15%,22%,-2%,7%&-1%,4%&13%,1%,8,0&-16
Cc1ccc(NC(=O)CN2C(=O)c3cccnc3Oc3ccc(Cl)cc32)cc1,-8%,.,.,18%,6%,.,.,19
O=C(N/N=C/c1cc2cc3c(cc2nc1Cl)OCO3)c1ccncc1,4%,0%,4%,6%,19%,1%,94,4
O=C(CCNc1ccc(Cc2ccncc2)cc1)c1ccc([N+](=O)[O-])cc1,-40%[inhibitor],3%,-37%[inhibitor],?,-95%[inhibitor],-2%,11,5
O=C(O)c1ccccc1C(=O)c1ccc(Cl)cc1,.,3%,12%,-11%,27%,5%,-8,3
CCSc1cc(N2CCCC2)nc(-c2ccccc2Cl)n1,1%,5%,-7%,-3%,-2%,10%,-16,-6
O=C(CSc1nnc(-c2ccc(F)cc2)c2ccccc12)Nc1ccccc1,5%,6%,9%,21%,?,1%,19,4
O=C(CSc1nnc(SCc2ccccc2)s1)NNC(=S)Nc1ccccc1,-18%,-5%,-3%,?,?,7%,0,-8
O=C(CCNc1n[nH]c(=O)[nH]c1=O)N/N=C\c1cccc(OCc2ccccc2)c1,-6%,9%,0%,18%,0%,-10%,-17,-6
Cc1ccc(C)c(C(=O)CN2C(=O)C(=O)N(C3CCCC3)C2=O)c1,-22%,-5%,-7%,.,-25%,-7%,-13,-9
C/C(CC(=O)Nc1ccccn1)=N\NC(=O)C(=O)Nc1ccccc1C,4%,-3%,0%,1%,6%,8%,-14,-9
COc1ccc(CNC(=O)c2ccc(S(=O)(=O)N3CCCC3)cc2)cc1OC,0%,-1%,0%,-9%,-15%,9%,-22,-8
CCOc1ccc(N(CC)C(=O)c2noc3c2COc2ccc(C)cc2-3)cc1,4%,.,?,22%,4%,.,.,0
Cc1nn(C(=O)c2ccc(Cl)cc2)c(C)c1Sc1ccc(Cl)cc1,-13%,.,.,-7%,-7%,.,.,5
COc1ccc(NS(=O)(=O)c2ccc(NS(=O)(=O)c3ccc4c(c3)OCCO4)cc2)cc1,-10%,.,.,?,11%,.,.,-12
COCc1c(C(=O)OCc2c(C)noc2C)oc2ccccc12,-22%,0%,0%,1%,20%,10%,-8,3

Not all compounds are listed; count on the stated rates, not on these rows.
